# TRPC4 act: TRPC4 (mouse) channel activation | 0.49% of 310,000 active | Q9QUQ5 | AID 2237 | HEK293 TRPC4beta/mu-opioid, Fluo4 calcium fluorescence; hits give high values | B-score at 10 µM;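 active = B-score above 5 SD of library B-scores, and initial fluorescence ratio not above library mean plus 5 SD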;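 also: positive B-score marks a calcium rise read as TRPC4 activation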
#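 Assay system: HEK293 cells stably co-expressing mouse TRPC4beta and mu-opioid receptor / Timing: Fluo4 dye loading 45 min at room temperature, 110 s recording / Signal: Fluo4 calcium-sensitive dye fluorescence, kinetic, 1 Hz baseline / Read-out: integrated baseline-normalised fluorescence ratio, converted to per-well B score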
# KCNK9 inh: human KCNK9 channel inhibition; Q9NPC2; HEK293 KCNK9, FluxOR thallium flux fluorescence; hits give low values; B-score at 10 µM; 1.2% of 310,000 active;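 active = ratio B-score over 3 SD below the library mean, with starting fluorescence within 5 SD of its mean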;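 also: negative B-score means less thallium flux so channel inhibition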
# PolyA inh: yeast polyadenylation inhibition. calls only at 12 µM. S. cerevisiae SKY197-pL101 polyadenylation reporter, beta-gal luminescence; efflux-impaired pdr1/pdr3 knockout yeast; score 100 = 6 SD above DMSO. 0.02% of 300,000 active;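 active = lowest replicate activity score at least 50, where 100 means six control SD above control mean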;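 also: yeast exposed to compound for 9 h at 30 °C; higher score means more reporter readthrough which indicates perturbed polyadenylation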
# KCNQ1 block: human KCNQ1 channel inhibition; P51787; CHO-K1 KCNQ1, FluxOR thallium flux fluorescence; hits give high values; B-score at 10 µM; 1.3% of 310,000 active;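 active = compounds whose thallium flux B-score, printed positive for inhibition, exceeds three library SD while starting fluorescence stays within three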;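 also: channel opened by potassium depolarization with thallium stimulus after 20 min compound exposure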
# Target sequence (P51787 whole entry, looked up): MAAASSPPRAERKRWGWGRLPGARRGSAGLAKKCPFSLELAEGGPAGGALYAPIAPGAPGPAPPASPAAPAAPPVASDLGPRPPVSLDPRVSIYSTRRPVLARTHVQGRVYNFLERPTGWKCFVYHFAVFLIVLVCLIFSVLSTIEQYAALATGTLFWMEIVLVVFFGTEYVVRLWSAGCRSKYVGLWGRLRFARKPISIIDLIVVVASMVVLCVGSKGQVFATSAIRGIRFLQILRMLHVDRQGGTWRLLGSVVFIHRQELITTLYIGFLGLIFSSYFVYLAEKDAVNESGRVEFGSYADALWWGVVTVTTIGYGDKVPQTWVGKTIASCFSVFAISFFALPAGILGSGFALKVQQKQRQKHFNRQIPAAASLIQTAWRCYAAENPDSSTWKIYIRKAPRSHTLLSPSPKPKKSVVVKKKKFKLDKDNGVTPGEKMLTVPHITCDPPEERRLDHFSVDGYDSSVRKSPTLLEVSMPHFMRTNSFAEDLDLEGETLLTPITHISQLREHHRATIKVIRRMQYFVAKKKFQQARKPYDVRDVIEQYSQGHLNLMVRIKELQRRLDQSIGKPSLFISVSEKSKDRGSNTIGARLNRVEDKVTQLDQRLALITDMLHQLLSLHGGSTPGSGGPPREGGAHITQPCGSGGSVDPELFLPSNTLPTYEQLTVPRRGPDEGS
# TRPC4 potent: allosterically enhances the mouse TRPC4 cation channel | B-score at 10 µM | 0.42% of 310,000 active | Q9QUQ5 | HEK293 TRPC4beta/mu-opioid, DAMGO EC20, Fluo-4 Ca2+ flux; hits give high values | AID 2227;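 active = B-score of calcium response area above 5 SD of library B-scores, with initial fluorescence ratio within 5 SD of library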;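 also: B-score of integrated fluorescence ratio over time as area under calcium response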
# hERG rescue: hERG (human) protection from proarrhythmic block | Q12809 | CHO-hERG, FluxOR thallium flux, dofetilide IC70 present | activation (rescue from dofetilide block), less the hit threshold, % at 10 µM | 0.51% of 310,000 active;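 active = activation above the mean of controls blocked by dofetilide plus 5 SD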;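 also: thallium influx through hERG after potassium depolarization seen as dye fluorescence rise; in these data hits start at about 4.7%; inactives centre near -7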
# Dyrk1A ADPGlo: Dyrk1A (rat) kinase inhibition | ADP-Glo luminescence, NFATc1 peptide | inhibition, % at 12.5 µM | 0.43% of 310,000 active | AID 504441; in the data active = inhibition above about 50%;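 also: plate controls were vehicle with enzyme for no effect and no enzyme for full effect; many of its hits are not listed in these tables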
# TRPC4 inh: blocks the mouse TRPC4 cation channel | B-score at 10 µM | 0.39% of 300,000 active | HEK293 TRPC4beta/mu-opioid, DAMGO-evoked Fluo4 calcium flux; hits give low values | Q9QUQ5;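 active = B-score over 3 SD under the library average, no early fluorescence shift, positive overall ratio signal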
#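 Material: HEK293 cells with stable TRPC4beta plus mu-opioid receptor expression; probe or stimulus: DAMGO in two steps, submaximal then maximal; technique: Fluo4 calcium fluorescence by kinetic imaging, 5 s 1 Hz baseline; measure: integrated fluorescence ratio relative to baseline, converted to per-well B score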
# Platelet DG rel: platelet dense granule release activity; human platelet-rich plasma, SFLLRN dense granule ATP release, luminescence; inhibition, %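 (compounds screened at 7.5 µM in platelet-rich plasma)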; 0.22% of 300,000 active; AID 1663;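 active = mean replicate score, as percent of positive control, at or above 50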
# KCNK3 inh: human KCNK3 channel inhibition, primary screen. O14649. CHO-KCNK3 thallium flux, FluxOR fluorescence; hits give low values. B-score at 10 µM. 0.84% of 340,000 active;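 active = B-score under library mean minus 4 SD, starting fluorescence ratio at most library mean plus 5 SD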;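 also: more negative B-score means stronger inhibition of thallium flux through KCNK3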
# Target sequence (O14649 whole entry, looked up): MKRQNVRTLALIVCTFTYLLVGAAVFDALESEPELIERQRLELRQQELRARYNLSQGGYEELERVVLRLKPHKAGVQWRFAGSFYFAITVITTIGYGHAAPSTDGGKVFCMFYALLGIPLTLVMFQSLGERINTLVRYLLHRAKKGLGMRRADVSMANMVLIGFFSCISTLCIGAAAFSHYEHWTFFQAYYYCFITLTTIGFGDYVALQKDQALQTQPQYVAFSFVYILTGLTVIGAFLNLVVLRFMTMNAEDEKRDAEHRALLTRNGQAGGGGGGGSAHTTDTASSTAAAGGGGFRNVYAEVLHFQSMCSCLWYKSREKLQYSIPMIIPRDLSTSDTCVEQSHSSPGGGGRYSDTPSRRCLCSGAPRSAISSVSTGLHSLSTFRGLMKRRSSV
# KCNQ1 act: potentiates or activates the human KCNQ1 potassium channel; P51787; CHO-K1 KCNQ1, thallium flux FluxOR fluorescence; hits give high values; B-score at 10 µM; 0.35% of 310,000 active; AID 2648;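 active = fluorescence ratio B-score, a plate-corrected score, at least three library SD, with initial intensity B-score within 5 SD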
#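 System: CHO-K1 cells stably expressing KCNQ1 / Medium: assay buffer for compound exposure, DMSO matched across wells / Reagent: thallium- and potassium-containing depolarizing buffer / Compound: one concentration, matched DMSO / Incubation: 20 min compound pretreatment at room temperature / Measured by: kinetic FluxOR fluorescence, 10 s baseline plus 110 s post-stimulus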
# Starred values were filed as active, the others as inactive; i = inactive; nt = not tested or not shown. Not all compounds are listed; the hit share may differ from the screen's.
SMILES,TRPC4 act,KCNK9 inh,PolyA inh,KCNQ1 block,TRPC4 potent,hERG rescue,Dyrk1A ADPGlo,TRPC4 inh,Platelet DG rel,KCNK3 inh,KCNQ1 act
O=C(CN1CCN(Cc2ccccc2Cl)C1=O)NC1CCCCCC1,i,i,i,i,i,-8,-5,i,10,i,i
COc1ccc(N(C(=O)Cn2nnc3ccccc32)C2(C(=O)NC3CCCC3)CCCCC2)cc1,i,i,i,i,i,-5,0,i,3,i,i
CC(C)(C)n1nnnc1C(c1cccnc1)N1CCN(c2cccc(C(F)(F)F)c2)CC1 (centres undefined),i,i,i,i,i,-7,-7,i,2,-10*,i
Cc1ncn2cc(-c3ccc(Cl)cc3Cl)[nH]c(=O)c12,i,i,i,i,i,-8,-6,i,-3,i,i
O=C(c1ccc(CS(=O)(=O)c2ccc(Br)cc2)o1)N1CCN(C2CCCCC2)CC1,i,i,i,i,i,-1,-10,i,14,i,i
CCN(CC(=O)Nc1ccc(S(=O)(=O)N2CCCCC2)cc1)Cc1ccccc1,i,i,i,i,i,-11,7,i,2,i,i
COc1cc(OC)c(OC)cc1/C=C1\CCC(C2CCCC2)C1=O (centres undefined),i,i,i,i,i,-15,14,i,6,i,i
Cc1ccc(CNC(=O)C2CCCCC2C(=O)O)cc1 (centres undefined),i,i,i,i,i,-14,1,i,0,i,i
O=C(O)c1cc(-c2ccccc2Cl)n[nH]1,i,i,i,i,i,-6,26,i,3,i,i
Cc1cc(N/C(=N/S(=O)(=O)c2ccc(F)cc2)c2ccccc2)n(-c2ccccc2)n1,i,i,i,i,i,-16,0,i,-2,i,i
COc1ccc(CCC(C)Nc2cccc(F)c2)cc1 (centres undefined),i,-6.6*,i,i,i,-8,-4,i,-3,i,i
CNC(=S)NN(C)c1nc(C)cc(C)n1,i,i,i,i,i,-4,8,i,17,i,i
O=C(O)C1Cc2ccccc2CN1S(=O)(=O)c1ccccc1 (centres undefined),i,i,i,i,i,-14,2,i,3,i,i
Cc1ccc(S(=O)(=O)N2CCN(C(=O)CN3CCCC3)C2)cc1,i,i,i,i,i,-6,-6,i,0,i,i
COc1ccc(-n2c(NCCN(C)C)nc3sc4c(c3c2=O)CCCCC4)cc1,i,i,i,i,i,-12,-4,i,-1,i,i
COC(OC)c1ccnc(-c2ccc(OC(=O)c3ccccc3)cc2)n1,i,i,i,i,i,-6,1,i,3,i,i
O=C(CSCc1cccc(Br)c1)N/N=C/c1ccc2c(c1)OCO2,i,i,i,i,i,-3,32,i,0,i,i
O=C(CSc1nc2ccccc2c(=O)[nH]1)N1CCN(S(=O)(=O)c2ccccc2)CC1,i,i,i,i,i,-5,-2,i,-10,i,i
Cc1ccc(CNS(=O)(=O)c2c(C)[nH]c(=O)[nH]c2=O)cc1,i,i,i,i,i,-3,-4,i,-2,i,i
COc1ccccc1CN1[C@@H](CC(=O)O)c2cc(F)ccc2S1(=O)=O,i,i,i,i,i,0,1,nt,-2,i,i
Cn1cc(C(=O)N/N=C/c2c(O)ccc3ccccc23)ccc1=O,i,i,i,i,i,-11,1,i,-8,i,i
Nc1nc(NC(=O)c2ccc(Cl)cc2)nn1-c1ccccc1,i,i,i,i,i,-13,23,i,9,i,i
Nc1cccc2c(=O)c3ccccc3[nH]c12,i,i,i,i,i,-3,10,i,-16,i,i
Cc1ccc(C(=O)NC(=S)NCc2cccnc2)cc1C,i,i,i,i,i,-12,7,i,-2,i,i
O=C(c1ccc2c(c1)OCCO2)C1CCN(S(=O)(=O)c2ccc(F)cc2)CC1,i,i,nt,i,i,-8,4,i,5,i,i
Cc1ccc(NC(=O)COC(=O)C2CC(=O)N(Cc3ccccc3)C2)cc1F (centres undefined),i,i,i,i,i,-9,0,i,10,i,i
O=C(NCCN1CCCC1)c1ccc2c(c1)N(Cc1ccc(F)cc1)C(=O)c1ccccc1S2=O (centres undefined),i,i,i,i,i,-18,8,i,-6,i,i
C=C(C)c1cccc(C(C)(C)NC(=O)N2CCOCC2)c1,i,i,i,i,i,3,7,i,4,i,i
CCC(C)(C)n1nnnc1C(c1ccc(C)cc1)N(Cc1ccco1)Cc1cccs1 (centres undefined),i,-6.9*,i,i,i,-3,-3,i,9,i,i
Cc1ccccc1NS(=O)(=O)c1ccc(C2CNC(=O)C2)cc1 (centres undefined),i,i,i,i,i,-6,1,i,-1,i,i
COc1ccc(NC(C)=O)cc1C,i,i,i,i,i,-1,2,i,-11,i,i
CCC(CC)N=C1NS(=O)(=O)c2cc([N+](=O)[O-])ccc21,i,i,i,i,i,-8,-2,i,9,i,i
COc1cccc(/C=N/NC(=O)c2nc(-c3ccccc3)cc(-c3ccccc3)n2)c1,i,-8.5*,i,i,i,-20,7,i,16,i,i
O=C(N/C(=C/c1ccco1)C(=O)N1CCOCC1)c1ccccc1Br,i,i,i,i,i,-4,-3,i,-7,i,i
Nc1nc(NCc2ccco2)nc(Nc2ccccc2)c1[N+](=O)[O-],i,i,i,i,i,-9,6,i,-38,i,i
COC(=O)c1ccc(C(=O)OC)c(NS(C)(=O)=O)c1,i,i,i,i,i,-10,-3,i,1,i,i
O=c1cc(N2CCN(c3ccccc3)CC2)[nH]c(=O)n1C1CCCCC1,i,i,i,i,i,-2,-6,i,0,i,i
COc1ccc(C(=O)Nc2nnc(-c3cccs3)s2)cc1,i,i,i,i,i,-7,-1,i,11,i,i
O=C(Cn1cccc1C(=O)c1ccccc1)NCc1cccc(Cl)c1,i,i,i,i,i,-2,10,i,-10,i,i
Cc1ccc(OC(F)F)c(NC(=O)Nc2ccc3c(c2)OCO3)c1,i,i,i,i,i,-4,0,i,-25,i,i
COc1ccc(N(CC(=O)NCc2ccco2)S(=O)(=O)c2ccc(OC)c(OC)c2)cc1,i,i,i,i,i,-7,5,i,6,i,i
CCOc1ccc(S(=O)(=O)N2CCC(C(=O)Nc3cccc(NC(C)=O)c3)CC2)cc1,i,i,i,i,i,-5,8,i,-7,i,i
Cc1cc(=O)[nH]c2c(C)cc(S(=O)(=O)N3CCOCC3)cc12,i,i,i,i,i,-11,0,i,-2,i,i
Cc1ccc(NC(=O)C2CCN(S(=O)(=O)c3cccs3)CC2)cc1C,i,i,i,i,i,-4,-1,i,0,i,i
Cc1cccc(NC(=O)CN2C(=O)COc3ccc(Cl)cc32)c1C,i,i,i,i,i,-3,-4,i,6,i,i
CC1CCCC(NC(=O)c2cc(S(=O)(=O)N3CCOCC3)ccc2F)C1C (centres undefined),i,i,i,i,i,-1,nt,i,-3,i,i
Cc1nn(-c2ccccc2)c(C)c1S(=O)(=O)O,i,i,i,i,i,-3,-4,i,-8,i,i
COCCCNC(CC(=O)Nc1ccc(OC)cc1OC)C(=O)O (centres undefined),i,i,i,i,i,-1,5,i,0,i,i
CC(C)CC(OC(=O)CC1Sc2ccccc2NC1=O)C(=O)NC1CCCC1 (centres undefined),i,-8.9*,i,i,i,-6,1,i,7,i,i
O=C(O)c1ccccc1N1C(=O)C2C3c4ccccc4C(Br)(c4ccccc43)C2C1=O (centres undefined),i,i,i,i,i,0,7,i,5,i,i
O=C(c1ccsc1)N1CCCC(N2CCN(c3ccccc3F)CC2)C1 (centres undefined),i,i,i,i,i,-8,4,i,-13,i,i
CCOC(=O)CSc1nc(C2CC2)cc(-c2ccc(Cl)cc2)c1C#N,i,-9.5*,i,i,i,-4,4,i,2,i,i
COc1ccc(C)cc1S(=O)(=O)Nc1cccnc1,i,i,i,i,i,-9,2,i,2,i,i
CCOc1ccc(C(NC(=O)/C=C/c2ccco2)c2ccc(OC)c(OC)c2)cc1 (centres undefined),i,i,i,i,i,-1,-1,i,7,i,i
O=C(COC(=O)c1ccccc1C(=O)OCC(=O)NCCc1c[nH]c2ccccc12)NCCc1c[nH]c2ccccc12,i,i,i,i,i,-28,-6,i,-2,i,i
C=CCn1c(O)c(N=NC(=S)Nc2ccc(OC)c(Cl)c2)c2ccccc21,i,i,i,i,i,5,-4,i,-1,i,i
COc1cc(OC)cc(-c2nnc(Sc3ccc(C=O)cc3[N+](=O)[O-])o2)c1,i,i,i,i,i,-17,nt,i,-20,nt,i
CCC(CO)NCc1ccc(OC2CCCC2)cc1 (centres undefined),i,i,i,i,i,-9,nt,i,1,i,i
O=C(Cc1ccccn1)c1ccc(Cl)cc1,i,i,i,i,i,-8,2,i,1,i,i
O=C(O)c1ccc(-n2c(/C=C/c3cccc([N+](=O)[O-])c3)nc3ccccc3c2=O)cc1,i,i,i,i,i,-6,1,i,5,i,i
O=c1oc2ccccc2c(NC2CCCCC2)c1NS(=O)(=O)c1ccc(F)cc1,i,i,i,i,i,-6,-3,i,6,i,i
CCCN(C(=O)c1ccco1)c1nnc(-c2ccncc2)s1,i,i,i,i,i,3,8,i,-21,i,i

# Part of the list above in order of count of non-hydrogen atoms, lowest first:
SMILES,TRPC4 act,KCNK9 inh,PolyA inh,KCNQ1 block,TRPC4 potent,hERG rescue,Dyrk1A ADPGlo,TRPC4 inh,Platelet DG rel,KCNK3 inh,KCNQ1 act
Cc1ncn2cc(-c3ccc(Cl)cc3Cl)[nH]c(=O)c12,i,i,i,i,i,-8,-6,i,-3,i,i
Cc1ccc(CNC(=O)C2CCCCC2C(=O)O)cc1 (centres undefined),i,i,i,i,i,-14,1,i,0,i,i
Cc1cc(=O)[nH]c2c(C)cc(S(=O)(=O)N3CCOCC3)cc12,i,i,i,i,i,-11,0,i,-2,i,i
CCOC(=O)CSc1nc(C2CC2)cc(-c2ccc(Cl)cc2)c1C#N,i,-9.5*,i,i,i,-4,4,i,2,i,i
O=c1cc(N2CCN(c3ccccc3)CC2)[nH]c(=O)n1C1CCCCC1,i,i,i,i,i,-2,-6,i,0,i,i
CCC(C)(C)n1nnnc1C(c1ccc(C)cc1)N(Cc1ccco1)Cc1cccs1 (centres undefined),i,-6.9*,i,i,i,-3,-3,i,9,i,i

# Bioassay records: PubChem BioAssay, several laboratories
